Screens (PubChem)
ERp5 block: ERp5 (human) disulfide isomerase inhibition; Q15084; ERp5 insulin aggregation, absorbance 650 nm, 90 min; inhibition, % at 9.99 µM; 0.05% of 350,000 active;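 active = mean replicate inhibition above about 25%, with every replicate also reaching it, limit read from the data, passing the limit was not always enough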
Target sequence (Q15084 whole entry, looked up): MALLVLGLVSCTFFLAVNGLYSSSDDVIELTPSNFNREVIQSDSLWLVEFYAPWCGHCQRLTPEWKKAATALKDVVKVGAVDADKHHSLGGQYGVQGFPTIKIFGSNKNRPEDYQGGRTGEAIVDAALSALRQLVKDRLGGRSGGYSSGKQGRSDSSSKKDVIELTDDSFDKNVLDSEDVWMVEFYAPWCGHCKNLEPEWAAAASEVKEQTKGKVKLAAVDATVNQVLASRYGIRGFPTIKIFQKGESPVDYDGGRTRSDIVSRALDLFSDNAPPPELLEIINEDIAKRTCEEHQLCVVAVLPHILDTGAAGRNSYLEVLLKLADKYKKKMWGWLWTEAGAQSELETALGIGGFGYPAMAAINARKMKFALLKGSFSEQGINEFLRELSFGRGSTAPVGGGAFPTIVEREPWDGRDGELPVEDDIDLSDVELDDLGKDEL
miR122 inh: miR-122 inhibition in Huh7 cells | activation (reporter increase), % at 12.5 µM | 0.3% of 340,000 active | Huh7 miR-122 Renilla luciferase sensor, 48 h; neutral wells = 0, positive control = 100;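 active = mean replicate activation score at least 90 and every replicate individually at or above 90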;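 note: higher luciferase means less miR-122 activity so hits act as miR-122 inhibitors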
SIRT5 block: blocks human SIRT5 desuccinylation of peptide; 1.1% of 330,000 active; AID 652115; inhibition, % at 15 µM; Purified SirT5, succinyl-peptide AMC, trypsin-coupled fluorescence; in the data active = inhibition above about 15%
Target sequence (Q9NXA8 whole entry, looked up): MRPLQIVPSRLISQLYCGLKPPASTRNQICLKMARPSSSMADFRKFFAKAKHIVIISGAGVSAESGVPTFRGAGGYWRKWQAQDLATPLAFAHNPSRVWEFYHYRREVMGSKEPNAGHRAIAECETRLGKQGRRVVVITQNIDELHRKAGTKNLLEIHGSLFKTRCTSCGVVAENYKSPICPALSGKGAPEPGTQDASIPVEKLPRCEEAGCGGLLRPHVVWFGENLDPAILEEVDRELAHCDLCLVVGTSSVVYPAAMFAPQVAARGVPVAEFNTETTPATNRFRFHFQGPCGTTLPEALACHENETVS
Statin myotox sup: protects C2C12 myotubes from simvastatin toxicity. ATP luminescence, 48 h; scaled: DMSO 0, geranylgeraniol control 100. rescue of ATP level, % at 7.49 µM. 0.78% of 330,000 active. AID 602340;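 active = mean ATP rescue above about 67%, or every replicate alone reaching that limit, limit read from the data, passing the limit was not always enough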;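 note: myotubes were challenged with 10 µM simvastatin during compound exposure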
Cneo AK release: Cryptococcus neoformans lysis via adenylate kinase release; 0.2% of 360,000 active; lysis activity, % at 15 µM; C. neoformans lysis, adenylate kinase release luminescence, 4 h; normalised: neutral wells 0, clomiphene wells 100;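 active = mean lysis activity across replicates of at least 80%, whatever share of replicates individually reach that level; inactive = mean lysis activity below 80%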
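Material: C. neoformans cells; Schedule: 4 h static compound exposure, 37 °C, read 1 h post-reagent; Measured by: adenylate kinase release luminescence; Read-out: signal increase indicating cell lysis; Controls: Clomiphene as positive lysis control.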
esBAF inh: SWI/SNF esBAF complex inhibition | mouse ES cells, Bmi1-luciferase knock-in reporter, 24 h; 100% = twice the neutral-well signal | reporter increase, % at 12.5 µM | 2% of 350,000 active; in the data active = activation above about 40%;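 note: 0% = median of the plate's neutral control wells and 100% = double that signal; a rise in the Bmi1 reporter signal indicates esBAF inhibition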
ARNT TACC3 PPI: disrupts binding between human ARNT and TACC3 | AlphaScreen His-ARNT PAS-B/GST-TACC3 binding, luminescence; TACC3 fragment carries E629A point mutation | inhibition, % at 9.99 µM | 0.66% of 390,000 active;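 active = mean inhibition of replicates at least 50% and at least half of replicates each reaching 50%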;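 note: 0% = complete ARNT plus TACC3 wells and 100% = ARNT alone without TACC3; many hits fall short of the cut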
* marks the source's active call; other numbers are inactive results; / = no result given; & = joins results of further samples; [ ] = another dose, or the depositor's remark.

SMILES	ERp5 block	miR122 inh	SIRT5 block	Statin myotox sup	Cneo AK release	esBAF inh	ARNT TACC3 PPI
Cc1ccc(C(=O)Nc2nnc(-c3ccc(C(C)(C)C)cc3)s2)cc1	/	2	/	-12	0	18	1
CC(=O)Nc1ccc(S(=O)(=O)NCC2CCC(C(=O)NCCc3ccccc3)CC2)cc1 (stereo unspecified)	-1	-6	-1	-31	0	0	4
Cc1ccc(S(=O)(=O)N[C@H]2CC[C@H](CCn3cc(C(C)C)nn3)O[C@H]2CO)cc1	2	/	4	2	0	3	-9
C[C@@H]1CN([C@H](C)CO)S(=O)(=O)c2ccc(C#CCN(C)C)cc2O[C@H]1CN(C)C(=O)C1CCC1	-2	-4[16.7 µM]	2	-4	0	1	-8
O=C(CCSc1ccc(Br)cc1)Nc1cccnc1	-3	/	10	/	/	/	-9
CC(c1ccon1)N(C)Cc1c(C(=O)N(C)Cc2ccccc2)nc2ccccn12 (stereo unspecified)	3	-1	3	-6	-1	-4	-4
COc1ccc(CCNC(=O)CNC(=O)c2ccc(Br)o2)cc1OC	-1	/	-5	2	2	-6	-8
CCc1nc(SCC(=O)N2CCc3cc(OC)c(OC)cc3C2)c(C#N)cc1C	/	0	/	26	0	-5	-3
C=CCn1c(=NC(=O)c2ccccc2[N+](=O)[O-])sc2cc(S(C)(=O)=O)ccc21	-1	/	-2	/	/	/	3
CCOC(=O)c1c(C)oc2cc(Cl)c(O)c(CN(C)C)c12	-2	-3	0	-11	/	28	1
COC(=O)c1ccc(S(=O)(=O)N2Cc3ccccc3C2)cc1	-3	/	4	/	/	/	-1
Cc1cc(Nc2ccccc2Br)n2nc(C)nc2n1	4	2	-7	10	2	-2	41
COc1ccc(OC)c(S(=O)(=O)Nc2cnc3ccccc3c2)c1	/	83	/	6	0	-1	-2
CCCN1C[C@H](C)[C@H](OC)CN(C)C(=O)c2ccc(NC(=O)CC)cc2OC[C@H]1C	/	9[16.7 µM]	/	-36	/	-1	/
O=C(NC1CCN(Cc2ccccc2)CC1)c1cccc(NS(=O)(=O)c2ccc(Br)cc2)c1	-14	/	-3	-10	2	-1	11
C[C@H]1CCCCO[C@H](CN(C)C(=O)Cc2ccccc2)[C@@H](C)CN([C@@H](C)CO)C(=O)c2cc(NC(=O)Nc3ccc(F)cc3)ccc2O1	4	-12[16.7 µM]	6	/	0	0	-4
CC(C)C1/C(=N/O)CC(c2ccccc2)NC1c1ccccc1 (stereo unspecified)	-1	10	-4	/	-1	/	28
CCc1nnc(NC(=O)CN2CCN(Cc3ccc(C)cc3)CC2)s1	3	/	0	-11	0	-6	24
O=C(CN1CCCCCC1)Nc1ccccc1F	/	3	/	10	-1	6	5
Cc1cc(C)nc(NC(C)(C)C(=O)O)n1	-2	/	1	/	/	/	-9
COc1ccc(-c2cc(C(=O)NC(Cc3cc4ccccc4[nH]3)C(=O)O)c(C)o2)cc1OC (stereo unspecified)	3	/	1	/	/	/	9
CCN(CC(=O)Nc1cccc(F)c1)CC(=O)Nc1ccccc1OC	3	-6	-4	-13	-1	3	0
CCCn1c(N)cc(=O)n(C)c1=O	-4	/	-6	0	/	-1	-3
COc1cccc(-c2ccc3c(c2)[C@@H]2[C@@H](CCN2C(=O)c2ccccc2F)[C@H](CO)N3C)c1	0	-3[16.7 µM]	20*	32	1	13	9
Cc1c(CCC(=O)N2CCC(C(=O)O)CC2)c(=O)oc2cc3oc4c(c3cc12)CCCC4	-5	-3	1	4	-1	-38	3

5 records picked at random from those above:
SMILES	ERp5 block	miR122 inh	SIRT5 block	Statin myotox sup	Cneo AK release	esBAF inh	ARNT TACC3 PPI
Cc1c(CCC(=O)N2CCC(C(=O)O)CC2)c(=O)oc2cc3oc4c(c3cc12)CCCC4	-5	-3	1	4	-1	-38	3
CC(C)C1/C(=N/O)CC(c2ccccc2)NC1c1ccccc1 (stereo unspecified)	-1	10	-4	/	-1	/	28
CCN(CC(=O)Nc1cccc(F)c1)CC(=O)Nc1ccccc1OC	3	-6	-4	-13	-1	3	0
C[C@@H]1CN([C@H](C)CO)S(=O)(=O)c2ccc(C#CCN(C)C)cc2O[C@H]1CN(C)C(=O)C1CCC1	-2	-4[16.7 µM]	2	-4	0	1	-8
O=C(CN1CCCCCC1)Nc1ccccc1F	/	3	/	10	-1	6	5

Additional records.
SMILES	ERp5 block	miR122 inh	SIRT5 block	Statin myotox sup	Cneo AK release	esBAF inh	ARNT TACC3 PPI
Cc1ccc(C(=O)c2coc3ccc(O)cc23)cc1	4	-4	-1	14	-3	-6	-2
Cc1c(NC(=O)CSc2ccc3c(c2)OCCO3)c(=O)n(-c2ccccc2)n1C	/	-10	/	6	0	0	-4
Cc1ccccc1-c1cnc2c(c1)C(=O)N([C@@H](C)CO)C[C@@H](C)[C@@H](CN(C)C(=O)CC1CC1)O2	-4	10[16.7 µM]	-2	4	5	1	-5
COc1ccc(-c2nn(-c3ccccc3)cc2C(=O)N/N=C/c2ccc([N+](=O)[O-])o2)cc1	-4	/	-3	/	/	/	-5
Cc1cc(Oc2ccc(C(C)(C)C)cc2)nc(N2CCOCC2)n1	/	-9	/	-12	-1	9	-10
COc1cc(N2CN=c3s/c(=C\c4ccccn4)c(=O)n3C2)cc(OC)c1OC	/	-6	/	-9	4	6	7
COc1ccccc1NC(=O)N[C@H]1CC[C@H](CCn2cc(-c3ccccc3OC)nn2)O[C@@H]1CO	-2	/	10	-10	2	2	/
O=C(c1cccc2ccccc12)N1CCN(c2ccc([N+](=O)[O-])c(N3CCOCC3)c2)CC1	1	-5	3	-1	/	-2	8
Cc1csc(NC(=O)CSc2nnc(NC(=O)C3CC(=O)N(c4ccccc4)C3)s2)n1 (stereo unspecified)	-3	-6	-1	-5	-1	-1	1
O=C(N/N=C/C=C\c1ccc([N+](=O)[O-])cc1)c1cccnc1	-1	3	-6	/	0	/	/
C[C@H]1CN([C@@H](C)CO)C(=O)c2cc(C3=CCCCC3)cnc2O[C@@H]1CN(C)Cc1ccccc1F	-1	7[16.7 µM]	4	38	-4	-4	6
CC1CCN(N=Nc2nc3c([nH]2)c(=O)n(C)c(=O)n3C)CC1	4	3	8	-1	1	5	4
Cc1ccc(S(=O)(=O)N(C)C[C@H]2OCc3ccccc3-c3c(n(C)c4ccccc34)C(=O)N([C@@H](C)CO)C[C@H]2C)cc1	0	/	13	50	1	14	20
O=C(Nc1cccc(-c2cscn2)c1)C1CCN(Cc2ccccn2)CC1	7	-8	-1	-4	-1	-9	0
COc1ccc(NC(C)=O)cc1NS(=O)(=O)c1ccc2c(c1)OCCO2	1	3	-3	1	0	-10	4
CCC1CCCCN1C(=O)c1ccc(OC2CCN(C(=O)C3CC3)CC2)cc1 (stereo unspecified)	-1	6	-1	5	0	7	-9
Nc1nsnc1C(=O)NCCO	2	0	-1	0	-1	-5	-4
O=C(O)c1cc(NS(=O)(=O)c2ccc(NC3CCCCC3)c([N+](=O)[O-])c2)cc(C(=O)O)c1	-1	/	-1	/	/	/	-5
COc1ccc(Br)cc1/C=C/C(=O)OCC(=O)NCCc1ccc(S(N)(=O)=O)cc1	-2	-2	2	4	4	-3	1
COC(=O)c1cc(OC)c(OC)c(OC)c1N	/	6	/	1	0	-9	-3
COc1ccc(C(=O)N2CCN(C)C(=O)[C@@H]2C)cc1OC1CCN(C(C)=O)CC1	5	0	-2	6	5	2	1
C[C@@H]1CN([C@@H](C)CO)C(=O)Cc2cc(NC(=O)C3CCCCC3)ccc2O[C@@H]1CN(C)S(=O)(=O)c1ccc(F)cc1	0	-3[16.7 µM]	2	16	1	6	-29
CC(=O)c1c(C)[nH]c(C(=O)COC(=O)Cc2ccccc2F)c1C	-1	-3	-2	-8	-1	56*	-14
O=[N+]([O-])c1ccc(N/N=C/c2c[nH]c3ccccc23)c(S(=O)(=O)Nc2ccc(Cl)cc2)c1	/	162*	/	-10	-1	2	-9
COC(=O)C1CCN(C(=O)Cc2ccccc2OC)CC1	-6	4	2	/	/	/	0
SMILES	ERp5 block	miR122 inh	SIRT5 block	Statin myotox sup	Cneo AK release	esBAF inh	ARNT TACC3 PPI
O=C(c1ccc(NC2=NC3CS(=O)(=O)CC3S2)cc1)N1CCN(c2ccc([N+](=O)[O-])cc2)CC1 (stereo unspecified)	-6	0	-7	34	17	-5	2
C[C@H]1CCCCO[C@H](CN(C)C(=O)Nc2ccc(C(F)(F)F)cc2)[C@@H](C)CN([C@@H](C)CO)C(=O)c2cc(NC(=O)c3ccccc3)ccc2O1	-3	-11[16.7 µM]	0	-33	0	4	-29
O=C(Nc1cccc(C(=O)O)c1)/C(=C/c1ccccc1)NC(=O)c1cccc(Br)c1	1	-2	0	-7	0	-1	3
O=C1CC(Cc2ccc(Cl)cc2)C(=O)N1c1ccncc1 (stereo unspecified)	/	11	/	/	1	-8	0
CC(c1nccs1)N(C)C(=O)c1cn(Cc2cccc3ccccc23)nn1 (stereo unspecified)	-4	5	12	9	-4	48*	2
Cc1ccc(CNCCCSc2nc(C)cc(C)n2)cc1	5	-9	2	-7	0	0	-2
Cc1ccc(-n2nc3c(=O)n(CC(=O)NC4CCCCCC4)nc(C)c3c2C)cc1	4	-3	-2	17	-2	10	-1
CC1CCN(C(=O)N[C@@H](Cc2ccccc2)C(=O)O)CC1	/	2	/	-2	-1	3	-2
Cc1cccc(-c2nnc(NC(=O)c3ccco3)s2)c1	2	88	-2	4	-2	59*	-2
COc1ccc(S(=O)(=O)N2C[C@@H](O)COC[C@@H]3O[C@@H](CC(=O)NCc4ccc(Cl)c(Cl)c4)CC[C@H]32)cc1	0	-13[16.7 µM]	15*	-19	-1	1	-2
C/C=C/c1ccc(OCCN2C(=O)NC(C)(C)C2=O)c(OC)c1	/	1	/	41	7	-1	5
CN1C(=O)c2cc(NC(=O)c3cccc(F)c3)ccc2OC[C@@H]2O[C@@H](CC(=O)NC3CCC3)CC[C@@H]21	/	-33&-23[16.7 µM]	/	0&10	2&1	3&1	3&-6
CCN1CCN(CCCNC(=O)c2cc3c(=O)[nH]c4ccccc4c3s2)CC1	/	0	/	-34	1	4	30
Cc1ccccc1N1CCN(C2CCCN(C(=O)CCC(F)(F)F)C2)CC1 (stereo unspecified)	1	1	/	5	-2	-2	-1
CC#CC(=O)N1CCC(C(=O)Nc2ccc(Oc3ccccc3)nc2)CC1	11	/	-2	9	0	41*	-11
Cc1cc(NC(=O)/C=C/C(=O)N(CC(=O)NC2CCCC2)c2cccc3ccccc23)no1	0	-2	-1	14	17	-3	-2
Cc1cc(C)c(C)c(S(=O)(=O)N2CCC(C(=O)N3CC(C)CC(C)C3)CC2)c1C (stereo unspecified)	-1	-6	0	-3	7	0	-2
Cc1onc(-c2c(Cl)cccc2Cl)c1/C(N)=N/OC(=O)C1CC1	4	-3	0	4	-3	2	-4
Cc1ccc(/C=N/NC(=O)C(NC(=O)c2ccccc2)c2n[nH]c(=O)c3ccccc23)cc1 (stereo unspecified)	/	8	/	8	2	26	6
C[C@@H]1CCCCO[C@@H](CN(C)C(=O)c2ccccc2)[C@H](C)CN([C@H](C)CO)C(=O)c2cc(NC(=O)Nc3ccccc3)ccc2O1	1	-1[16.7 µM]	0	/	4	4	1
c1coc(CNC2C3CC4CC(C3)CC2C4)c1 (stereo unspecified)	/	-4	/	-6	0	-1	5
CCOC(=O)c1[nH]c(C)c(C(=O)N2CCN(c3ccccc3OC)CC2)c1C	4	12	4	-2	0	0	-2
Cc1cc(C)c2c3c(oc2n1)C(=O)N(c1cccc(Cl)c1)CC(=O)N3	3	/	2	/	/	/	-7
CCc1noc(C)c1C(=O)N1CCN(S(=O)(=O)c2cc(C)ccc2C)CC1	2	/	-1	-1	-9	3	-3
CC(CCc1ccccc1)NC(=O)CN1CCOc2ccccc21 (stereo unspecified)	-2	8	/	0	-1	-1	0
Cc1ccc(SCc2ccc(C(=O)Nc3nccs3)o2)cc1	0	-4	-4	/	1	/	3
CCC(=O)N1[C@H](CN(C)C(=O)CN2CCOCC2)[C@@H](c2ccccc2)[C@@H]1CO	/	0[16.7 µM]	/	5	2	-1	-5
Cc1cc(NC(=O)COC(=O)c2ccccc2S(=O)(=O)N(C)c2ccccc2)no1	1	/	-2	/	/	/	2

A section from the list above, for reference:
SMILES	ERp5 block	miR122 inh	SIRT5 block	Statin myotox sup	Cneo AK release	esBAF inh	ARNT TACC3 PPI
Cc1ccc(-n2nc3c(=O)n(CC(=O)NC4CCCCCC4)nc(C)c3c2C)cc1	4	-3	-2	17	-2	10	-1
CC1CCN(C(=O)N[C@@H](Cc2ccccc2)C(=O)O)CC1	/	2	/	-2	-1	3	-2
